ABCB6 inh 2: human ABCB6 transporter inhibition; fluorescence ratio to DMSO, % at 10 µM; AID 602162; 360,000 tested, 0.19% active; K562-ABCB6 porphyrin accumulation, flow cytometry, 1 h; stronger effect = lower value; Q9NP58;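 active means fluorescence ratio to DMSO below 75%, the collection mean minus 3 SD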;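 further: signal is porphyrin accumulated inside mitochondria; 100% equals median channel fluorescence of DMSO control wells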
Target sequence (Q9NP58 whole entry, looked up): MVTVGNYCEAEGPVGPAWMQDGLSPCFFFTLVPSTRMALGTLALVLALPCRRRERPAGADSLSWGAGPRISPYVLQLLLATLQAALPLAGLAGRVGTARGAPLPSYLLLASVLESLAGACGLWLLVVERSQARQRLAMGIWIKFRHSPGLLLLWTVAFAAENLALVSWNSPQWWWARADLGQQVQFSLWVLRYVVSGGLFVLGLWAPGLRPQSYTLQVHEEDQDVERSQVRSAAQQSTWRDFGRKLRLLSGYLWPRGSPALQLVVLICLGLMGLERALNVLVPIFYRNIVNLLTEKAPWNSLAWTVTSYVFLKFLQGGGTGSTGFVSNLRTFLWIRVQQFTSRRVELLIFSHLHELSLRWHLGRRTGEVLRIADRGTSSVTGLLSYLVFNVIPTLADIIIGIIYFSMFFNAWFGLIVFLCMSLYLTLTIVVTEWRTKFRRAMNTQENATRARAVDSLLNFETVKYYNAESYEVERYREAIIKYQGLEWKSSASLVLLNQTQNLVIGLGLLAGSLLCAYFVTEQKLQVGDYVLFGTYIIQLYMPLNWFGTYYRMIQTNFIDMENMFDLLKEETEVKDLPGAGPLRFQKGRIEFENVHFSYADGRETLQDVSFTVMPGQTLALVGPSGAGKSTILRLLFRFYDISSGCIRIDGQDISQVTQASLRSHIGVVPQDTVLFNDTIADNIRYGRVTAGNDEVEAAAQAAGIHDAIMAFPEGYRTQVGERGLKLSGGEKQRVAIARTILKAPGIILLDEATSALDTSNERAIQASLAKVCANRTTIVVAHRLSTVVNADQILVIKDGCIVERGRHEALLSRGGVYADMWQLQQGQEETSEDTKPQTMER
MC4R barr agon: activates human MC4R beta-arrestin recruitment; P32245; 360,000 tested, 0.98% active; activation, % at 8.9 µM; U2OS MC4R beta-arrestin complementation, luminescence; percent of melanotan II response, DMSO zero; AID 540308;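 active means activation above a per-plate cutoff, the mean activation of sample wells on that plate plus 3 SD, cut at about 8% in these data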
NOD2-RIPK2 inh: NOD2-RIPK2 protein interaction inhibition; CHO BLA complementation NOD2-RIPK2, CCF4 ratio; 360,000 tested, 0.38% active; inhibition, % at 4.98 µM; in the data active means inhibition above about 21%;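 further: 0% = vehicle only and 100% = reference blocker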
Vif inh: inhibitors of HIV Vif; inhibition, % at 7.49 µM; AID 602346; 340,000 tested, 0.35% active; HEK293T cells, Vif self-association by quenched fluorescence, imaging, 24 h; in the data active means inhibition above about 50%, passing the limit was not always enough; further: some results filed as inactive read as strong as hits
Glyco luc inh: N-linked glycosylation inhibition. D54 ERlucT glycosylation luciferase reporter, 24 h; percent of 100 nM tunicamycin response. reporter increase, % at 12.5 µM. 360,000 tested, 0.23% active. AID 588692;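 active means mean luciferase reporter signal, scaled so untreated is 0 and the glycosylation-blocking control 100, at or above a set limit in every replicate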;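 further: luciferase carries N-glycosylation sites so blocking glycosylation raises the light; 0% = median of neutral control wells and 100% = median of 100 nM tunicamycin wells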
MC4R antagonist: human MC4R antagonism in cAMP assay. AID 540295. 360,000 tested, 0.48% active. inhibition, % at 6.5 µM. P32245. MC4R-expressing cells, MTII-stimulated cAMP, LANCE TR-FRET;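 active means inhibition above its plate's cutoff, the mean of tested wells on that plate plus 3 SD, cut at about 29% in these data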;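 further: 0% = Melanotan II alone and 100% = Melanotan II plus saturating MCL0020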
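System: U2OS-MC4R stable cell line; Technique: Eu-cAMP/anti-cAMP TR-FRET, emission 671 nm; Repeats: single well per compound; Also added: Melanotan II; Dosing: one concentration, 6.5 µM nominal; Schedule: 30-min compound, 1-h challenge, 1-h detection, room temperature.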
aDG glyco act: alpha-DG glycosylation activation | Pro5-aDG cells, alpha-DG glycosylation AlphaScreen (IIH6); 0% Pro5, 100% B10-LARGE cell signal | activation, % at 10 µM | 360,000 tested, 0.22% active | AID 624168;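 active means activation of at least 8% versus controls, or a plate z-score of at least 8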;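 further: Pro5 are CHO cells carrying HIG-tagged alpha-DG that lacks glycosylation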
TLR9-MyD88 inh: blocks human TLR9 binding to MyD88; Q9NR96+Q99836; CHO BLA complementation TLR9-MyD88, CCF4 FRET ratio; inhibition, % at 4.98 µM; 340,000 tested, 0.21% active;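 active means inhibition above the mean over all tested compounds plus 3 SD, cut at about 21% in these data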;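 further: 0% = DMSO only wells and 100% = clavulanate BLA inhibitor control wells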
Exocytosis inh: lytic granule exocytosis inhibition; TALL-104 LAMP-1 surface exposure, flow cytometry; cells stimulated with thapsigargin and PMA; inhibition, % at 10 µM; 360,000 tested, 0.66% active;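 active means inhibition above about 55%, limit read from the data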
ABHD5 PLIN5 PPI: ABHD5-PLIN5 protein interaction inhibition | 360,000 tested, 0.78% active | inhibition, % at 4 µM | AID 602281 | Q00G26+Q8WTS1 | Split G. princeps luciferase complementation, luminescence, 4 h;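 active means inhibition above the mean inhibition across every tested compound plus 3 SD, cut at about 22% in these data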;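 further: 0% = DMSO only wells and the 100% control is not disclosed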
The depositor's hits bear a star; x = not tested or not shown.

canonical_smiles,ABCB6 inh 2,TLR9-MyD88 inh,Exocytosis inh,MC4R antagonist,Glyco luc inh,MC4R barr agon,NOD2-RIPK2 inh,ABHD5 PLIN5 PPI,aDG glyco act,Vif inh
CN(CCc1ccccn1)C1CC(=O)N(c2ccc(Cl)cc2)C1=O (configuration not stated),95,2,1,-6,2,-1.0,-2,5,0.9,-5
Cc1ccc(S(=O)(=O)NCC(=O)OCC(=O)NCc2cccs2)cc1,99,-4,-2,28,2,-1.4,9,-13,0.0,-3
Cc1cc(C)nc(NS(=O)(=O)c2ccc(NC(=O)Nc3ccccc3F)cc2)n1,96,x,3,0,1,-1.4,0,-5,-0.1,-2
Cn1c(=O)c2c(-c3ccccc3)n(-c3ccccc3)cc2n(C)c1=O,91,0,4,-6,5,0.8,-10,3,0.4,-2
COc1ccc(C(=O)NCCSc2ccccc2C)cc1,103,-11,3,14,-9,-2.7,14,-10,0.0,-3
O=C(Nc1ccc2ccccc2c1)C(C1CC1)n1c(=O)c(-c2cc3ccccc3[nH]2)nc2ccccc21 (configuration not stated),x,x,9,x,x,x,45*,-10,1.8,x
Nc1[nH]n(-c2c(Cl)cc(Cl)cc2Cl)c(=O)c1N=Nc1ccc(S(=O)(=O)Nc2ncccn2)cc1,95,-6,-2,9,2,0.1,4,-2,-0.1,-4
Cc1cc(-c2ccccc2)nc(N(C)NC(=O)C(C)(C)C)c1S(C)(=O)=O,101,3,-6,0,-1,-2.0,12,-7,-0.2,-3
CCOC(=O)N1CCC(N2C(=O)c3ccccc3C2=O)CC1,98,2,-3,9,4,0.6,-14,3,-0.1,-1
Cc1ccc(Cl)cc1NC(=O)c1cc(S(=O)(=O)N2CCOCC2)cn1C,100,17,1,9,3,-0.2,12,10,4.8,5
c1ccc(-c2nc(-n3ccnc3)nc(-n3ccnc3)n2)cc1,100,-1,0,5,27*,0.0,-7,-3,-0.1,-2
COc1ccc(NS(=O)(=O)c2cc(C)ccc2C)cc1,113,-7,3,-5,13,0.1,-4,-1,0.1,x
COc1ccc(N2CCN(C3CCCN(Cc4ccccc4OCCO)C3)CC2)cc1 (configuration not stated),98,-5,7,24,0,1.1,-2,5,0.0,-6
CCCC(=O)NCCCCNC(=O)CCC,x,1,-2,-1,0,-1.0,0,-1,-0.2,-2
CCNC(=S)NNC(=O)c1cc(-c2cccnc2)nc2ccccc12,96,-8,0,-1,2,-1.4,-8,1,-0.3,5
CC(=O)Nc1ccc(-c2cn3c(n2)SCC3)cc1,99,-5,9,3,1,0.1,0,-11,0.1,-4
CC(=O)N1C(=O)C2(NCC(C)N2)c2ccccc21 (configuration not stated),103,x,2,9,0,0.3,2,-7,0.1,-6
CC1(C)CC1C(=O)Nc1ccc([N+](=O)[O-])cc1Br (configuration not stated),100,3,0,-1,0,-2.8,3,-1,0.2,-13
COc1cc2c(cc1OC)CN(C(=O)CN1CCN(S(=O)(=O)c3ccc(C)c(C)c3)CC1)CC2,92,-1,-3,4,1,-3.9,-2,0,0.2,-2
CC(Oc1cccc(Cl)c1)C(=O)Nc1ccccc1N1CCCC1 (configuration not stated),96,5,-1,5,-2,1.6,-5,1,0.7,-5

Whole records, looked up by structure.
Results for `CC1(C)CC1C(=O)Nc1ccc([N+](=O)[O-])cc1Br` (configuration not stated) : ABCB6 inh 2: 100; TLR9-MyD88 inh: 3; Exocytosis inh: 0; MC4R antagonist: -1; Glyco luc inh: 0; MC4R barr agon: -2.8; NOD2-RIPK2 inh: 3; ABHD5 PLIN5 PPI: -1; aDG glyco act: 0.2; Vif inh: -13
Results for `CC(Oc1cccc(Cl)c1)C(=O)Nc1ccccc1N1CCCC1` (configuration not stated) : ABCB6 inh 2: 96; TLR9-MyD88 inh: 5; Exocytosis inh: -1; MC4R antagonist: 5; Glyco luc inh: -2; MC4R barr agon: 1.6; NOD2-RIPK2 inh: -5; ABHD5 PLIN5 PPI: 1; aDG glyco act: 0.7; Vif inh: -5

New compounds follow
canonical_smiles,ABCB6 inh 2,TLR9-MyD88 inh,Exocytosis inh,MC4R antagonist,Glyco luc inh,MC4R barr agon,NOD2-RIPK2 inh,ABHD5 PLIN5 PPI,aDG glyco act,Vif inh
Cc1nc(SCC(=O)c2cccs2)c2oc3ccccc3c2n1,95,-6,4,6,-4,3.5,2,0,0.2,2
COc1cc(/C=C(\C#N)c2nc3ccc(C)cc3[nH]2)cc([N+](=O)[O-])c1O,98,0,8,11,4,-2.8,-10,7,-0.4,-3
CC(O)CNc1nc2ccccc2n1CC(=O)NCC(F)(F)F (configuration not stated),95,-3,-2,0,-1,-4.3,0,-3,0.0,0
O=C(O)c1cc(-c2ccc(/C=N/N3C(=O)C4C5C=CC(CC5)C4C3=O)o2)ccc1Cl (configuration not stated),98,-6,-4,5,-1,0.2,7,3,-0.4,-1
CC(CP(=O)(O)O)NC(=O)Cc1ccccc1 (configuration not stated),102,-4,-2,9,3,-0.6,0,-4,0.0,1
Cc1nc(SCc2cccnc2)[nH]c(=O)c1C,101,6,0,1,2,-4.0,11,5,0.1,0
COc1cc(OC)cc(C(=O)Nc2ccc(-c3nc4ccccc4o3)c(O)c2)c1,102,1,7,9,4,0.6,-4,-1,0.6,-2
C=CCOC(=O)N1CCC2CC1c1cc(-c3cccc(C)c3)ccc12 (configuration not stated),98,7,-1,14,0,-1.6,-8,-8,0.0,x
Brc1ccc(-c2csc(/N=C/N3CCCC3)n2)cc1,95,3,0,0,1,-2.1,-9,-2,0.3,-10
COc1ccc(NC(=O)CSc2nc3c(c(=O)n(C)c(=O)n3C)n2C)c(OC)c1,93,-7,-5,-6,0,-0.5,-7,6,0.1,-10

Looked up above.
MC4R barr agon with Nc1[nH]n(-c2c(Cl)cc(Cl)cc2Cl)c(=O)c1N=Nc1ccc(S(=O)(=O)Nc2ncccn2)cc1 is entered as 0.1
MC4R antagonist with CCOC(=O)N1CCC(N2C(=O)c3ccccc3C2=O)CC1 is entered as 9
aDG glyco act with CC(=O)N1C(=O)C2(NCC(C)N2)c2ccccc21 (configuration not stated) is entered as 0.1
NOD2-RIPK2 inh with COc1ccc(C(=O)NCCSc2ccccc2C)cc1 is entered as 14
MC4R antagonist with CC(O)CNc1nc2ccccc2n1CC(=O)NCC(F)(F)F (configuration not stated) is entered as 0

(next part)
canonical_smiles,ABCB6 inh 2,TLR9-MyD88 inh,Exocytosis inh,MC4R antagonist,Glyco luc inh,MC4R barr agon,NOD2-RIPK2 inh,ABHD5 PLIN5 PPI,aDG glyco act,Vif inh
N/C(Cc1ccc([N+](=O)[O-])cc1)=N\OC(=O)CC1CCCCC1,103,-9,4,12,2,-1.1,-2,-4,-0.1,-2
COc1ccc(S(=O)(=O)N2CCCC2C(=O)NCc2ccccc2Cl)cc1 (configuration not stated),98,-48,1,-9,1,-3.3,0,-3,0.1,1
Cc1cc(OCc2nc(-c3ccncc3)no2)cc(C)c1Cl,101,2,6,4,1,-0.2,-6,5,1.0,7
NC(=O)C1CCN(C(=O)COc2ccc(S(=O)(=O)NC3CCCC3)cc2)CC1,97,-7,0,1,1,-2.3,-6,-6,0.0,-4
CCC(=O)c1ccc(O)cc1,103,-4,-3,-2,1,0.6,-13,-2,-0.1,38
O=C(O)c1ccccc1C(=O)Nc1nc(-c2ccccc2)cs1,99,-13,-5,22,1,0.2,2,-1,0.0,-2
Cn1c(SCC(=O)NCC2CCCO2)ncc(C(=O)Nc2ccc(F)cc2)c1=O (configuration not stated),95,-14,-1,12,22,-1.8,2,10,0.8,1
CCN1C(=O)c2cccc3c(S(=O)(=O)Nc4nc(C)cs4)ccc1c23,100,-7,2,1,7,-1.7,-8,-4,0.0,60*
CCNC(=S)N(CCCN(C)C)Cc1cc2cc3c(cc2[nH]c1=O)OCCO3,93,4,-5,5,3,1.9,-6,-2,-0.1,23
O=C(NC(NC(=S)Nc1ccc(Cl)cc1)C(Cl)(Cl)Cl)c1ccco1 (configuration not stated),103,-5,3,19,4,5.4,-10,-11,0.3,-13
Cc1oc(-c2cc(F)cc(F)c2)nc1CN1CCSCC1,99,-8,2,-4,1,-2.9,6,-3,0.0,12
CC(C)CC(COCc1ccc(Cl)cc1)N1CCN(C(=O)c2ccc(Cl)cc2Cl)CCC1=O (configuration not stated),95,-5,-15,9,-6,-0.4,1,-1,0.2,4
C=CCNC(=S)Nc1cccc2[nH]ncc12,89,-5,-2,1,0,-1.0,-5,-6,0.0,-3
Cc1cc(F)c(F)c(C(=O)N2CCN(C)CC2)c1Cl,102,9,1,-2,1,1.1,-7,-2,-0.3,-9
Cc1cc(NC(=O)c2cc(-c3ccc(O)cc3)on2)no1,93,-1,0,8,0,-1.3,-2,-3,0.0,-2
CC1(C)C(=O)Nc2ccccc2N1C(=O)CSc1nc(-c2ccccc2)cs1,94,-6,-2,6,-3,-1.9,5,-5,1.6,3
COc1nc(NCCc2ccc(OC)c(OC)c2)nc(OC)n1,95,8,-1,-7,-1,2.4,-13,6,0.0,-1
CC(=O)c1sc(NC(=O)c2oc3ccc(F)cc3c2C)nc1C,101,-12,2,7,-2,-0.7,-10,-4,-0.4,-10
O=c1c2ccccc2c2ccccc2c(=O)n1Cc1ccco1,103,-11,2,10,2,-0.4,-8,2,-0.2,2
CC1=C(C(=O)Nc2cccc([N+](=O)[O-])c2)C2(CCC(C)CC2)OC1=O (configuration not stated),92,1,0,-3,2,-0.5,-58,-1,-0.3,2
Cc1cccc(N=Nc2c(C)nn(-c3ccccc3)c2N)c1C,93,5,-2,13,2,-0.8,-2,1,-0.4,-14
CCOc1ccccc1C(=O)NCC(=O)NC(C)c1ccc(-n2ccnc2)cc1 (configuration not stated),98,-4,0,3,-1,-0.7,-6,5,-0.1,1
CN(C)S(=O)(=O)c1ccc(C(=O)Nc2ccc(F)cc2F)cc1,98,-1,5,-1,2,-0.2,-6,2,-0.2,6
O=C(c1ccc2c(c1)OCCO2)N1CCN(c2ccc(C(F)(F)F)cn2)CC1,101,11,-2,3,0,0.8,8,-5,0.3,3

Only part of the results is shown (hit frequency here may not be typical).
